Anesthetic bind: candidate novel general anesthetic via apoferritin binding; P02791; actives 0.074% (n = 350,000); apoferritin/1-aminoanthracene competitive binding, fluorescence; AID 485281; Potency, µM (series often up to 77.5 µM), without a hit: at the highest dose activity change, negative = displacement, actives largely listed as inhibitors; further: on the % scale 0 is the no-effect control and ±100 the full control effect; nearly all actives have a fitted effect of over 20% in size
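Steps: apoferritin (10 uM) was premixed with half-saturated 1-AMA in PBS, compounds were pin-transferred, plates stood 10 min at room temperature, fluorescence was read at 380/535 nm, and curves were fitted with a Hill equation.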
G9a block: blocks human histone lysine methyltransferase G9a; AID 504332; Potency, µM (top dose mostly 102 µM), inactives show at the highest dose activity, negative = inhibition, hits mostly inhibitors; Q96KQ7; actives 8.8% (n = 350,000); G9a H3K9 monomethylation, AlphaScreen, 2 h; further: on the % scale 0 is the no-effect control and ±100 the full control effect; nearly all actives have a fitted effect of over 75% in size
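Step 1: enzyme (final 20 nM) with compound, 15 min RT. Step 2: substrate peptide 500 nM and SAM 20 uM, 2 h RT. Step 3: anti-H3K9me1 antibody and AlphaScreen beads, 10 min, then plate read.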
APEX1 inh: inhibitors of human APE1 endonuclease | recombinant APE1, TAMRA/BHQ-2 abasic DNA cleavage fluorescence | Potency, µM (doses to about 65.8 µM), inactives show at the highest dose activity change, negative = inhibition, most hits filed as inhibitors | actives 0.35% (n = 350,000) | P27695;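 further: plate controls were vehicle for no effect and reference inhibitor for full effect; nearly all actives have a fitted effect of over 55% in size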
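Substrate: short duplex with […] THF abasic site, 5'-TAMRA and 3'-BHQ-2, 50 nM final. APE1 at 0.75 nM, preincubated 15 min RT with compound. Fluorescence increase from first to third read measured activity.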
Pol eta inh: inhibitors of human DNA polymerase eta; AID 588591; Q9Y253; Potency, µM (series often up to 114 µM), for the others: at the highest dose activity change, negative = inhibition, most hits filed as inhibitors; actives 1.2% (n = 390,000); recombinant Pol eta, fluorescent DNA replication assay; further: on the % scale 0 is the no-effect control and ±100 the full control effect
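Pol eta at 10 nM preincubated with compounds 15 min at room temperature; reaction started with fluorescent substrate (50 nM final) and read kinetically at 0 and 10 min.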
BAZ2B block: blocks human BAZ2B | AlphaScreen BAZ2B-H3K14Ac peptide displacement | Potency, µM (titrated, usually from 114 µM), for the others: at the top dose activity change, negative = inhibition, actives largely listed as inhibitors | actives 4.4% (n = 360,000) | AID 504333; further: on the % scale 0 is the no-effect control and ±100 the full control effect; nearly all actives have a fitted effect of over 60% in size
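Inhibition is scored as reduced AlphaScreen emission. The BAZ2B/b-H3(5-23)K14Ac complex (50 nM each) in PBS pH 7.4, 0.01% Tween-20 meets compound (up to 110 uM) for 30 min at RT before bead addition.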
POLK inh: blocks human DNA polymerase kappa activity; Potency, µM (top dose mostly 107 µM), inactives show top-dose activity, negative = inhibition, actives largely listed as inhibitors; AID 588579; actives 0.53% (n = 400,000); purified Pol kappa, fluorescent DNA synthesis assay, 10 min; Q9UBT6; further: on the % scale 0 is the no-effect control and ±100 the full control effect
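Readout: fluorescence, taken kinetically at 0 and 10 min. Conditions: 10 nM Pol kappa, 15 min RT compound preincubation, 50 nM substrate final. Controls: enzyme-free buffer wells.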
Pol beta inh: inhibitors of human DNA polymerase beta. Potency, µM (series often up to 114 µM), without a hit: top-dose activity change, negative = inhibition, usual class: inhibitors. AID 485314. actives 1.3% (n = 340,000). Pol beta primer extension/strand displacement, fluorescence kinetic. P06746; further: on the % scale 0 is the no-effect control and ±100 the full control effect
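Preincubation: enzyme (10 nM) with compound, 15 min, RT. Reaction: substrate added to 50 nM final. Reads: 0 and 10 min. Analysis: normalized, Hill fit.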
BLM inh: inhibitors of human Bloom syndrome helicase BLM; P54132; recombinant BLM DNA unwinding, fluorescence dequenching; Potency, µM (top dose mostly 56.1 µM), without a hit: at the top dose activity change, negative = inhibition, actives largely listed as inhibitors; actives 0.2% (n = 350,000); AID 2528;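 further: plate controls were vehicle for no effect and no enzyme for full effect; nearly all actives have a fitted effect of over 35% in size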
Target sequence (P54132 whole entry, looked up): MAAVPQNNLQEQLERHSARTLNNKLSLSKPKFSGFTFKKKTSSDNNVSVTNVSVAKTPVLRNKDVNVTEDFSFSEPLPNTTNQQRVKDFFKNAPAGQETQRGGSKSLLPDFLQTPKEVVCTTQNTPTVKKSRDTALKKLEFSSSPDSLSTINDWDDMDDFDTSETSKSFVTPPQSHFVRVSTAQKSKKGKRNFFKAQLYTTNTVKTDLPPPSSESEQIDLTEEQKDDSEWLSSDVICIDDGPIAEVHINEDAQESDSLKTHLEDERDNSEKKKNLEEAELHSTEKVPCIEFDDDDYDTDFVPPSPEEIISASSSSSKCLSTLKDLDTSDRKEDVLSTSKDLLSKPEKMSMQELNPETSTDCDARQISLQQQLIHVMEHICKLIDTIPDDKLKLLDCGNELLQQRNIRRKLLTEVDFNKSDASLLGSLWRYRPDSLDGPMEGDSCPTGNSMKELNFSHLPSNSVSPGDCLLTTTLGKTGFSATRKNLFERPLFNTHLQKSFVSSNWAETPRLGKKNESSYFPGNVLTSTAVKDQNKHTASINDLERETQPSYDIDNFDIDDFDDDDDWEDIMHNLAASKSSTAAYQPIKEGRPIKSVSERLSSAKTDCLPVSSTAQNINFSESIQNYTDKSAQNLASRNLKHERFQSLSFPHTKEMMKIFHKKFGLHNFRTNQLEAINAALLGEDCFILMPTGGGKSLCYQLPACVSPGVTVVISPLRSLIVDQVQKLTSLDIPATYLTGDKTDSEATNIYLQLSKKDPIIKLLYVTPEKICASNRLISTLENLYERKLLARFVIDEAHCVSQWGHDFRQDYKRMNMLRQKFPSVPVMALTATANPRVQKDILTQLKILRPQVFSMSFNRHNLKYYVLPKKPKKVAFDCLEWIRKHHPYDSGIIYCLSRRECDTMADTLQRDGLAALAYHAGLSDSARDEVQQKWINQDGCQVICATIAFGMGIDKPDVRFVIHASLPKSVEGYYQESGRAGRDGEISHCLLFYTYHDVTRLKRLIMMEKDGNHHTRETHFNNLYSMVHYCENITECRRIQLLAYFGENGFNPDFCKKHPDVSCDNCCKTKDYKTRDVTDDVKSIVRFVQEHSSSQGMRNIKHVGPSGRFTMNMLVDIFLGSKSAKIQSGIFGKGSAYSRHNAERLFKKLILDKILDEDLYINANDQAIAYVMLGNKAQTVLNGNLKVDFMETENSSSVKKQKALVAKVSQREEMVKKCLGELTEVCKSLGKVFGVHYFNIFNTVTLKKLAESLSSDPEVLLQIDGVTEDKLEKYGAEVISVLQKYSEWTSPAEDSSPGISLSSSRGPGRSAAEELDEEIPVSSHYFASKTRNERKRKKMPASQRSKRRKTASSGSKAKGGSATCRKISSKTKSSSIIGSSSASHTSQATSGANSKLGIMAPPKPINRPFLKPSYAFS
POLI inh: inhibitors of human DNA polymerase iota; actives 1% (n = 390,000); Pol iota fluorescent replication assay, 10 min; Q9UNA4; Potency, µM (titrated, usually from 115 µM), inactives show at the top dose activity, negative = inhibition, usual class: inhibitors; AID 588590
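Pol iota at 10 nM preincubated 15 min with compounds at room temperature; reaction started with fluorescent substrate, 50 nM final. Fluorescence read kinetically at 0 and 10 min; buffer-only wells as negative control.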
* marks the source's active call; other numbers are inactive results; ? = inconclusive; nt = not tested or not shown; [ ] = another dose, or the depositor's remark. The call rests on the fitted dose curve; in most records, active means well fitted curve in the direction sought with a large enough effect; inconclusive means small, poorly fitted or top-dose-only effect, or another doubt; inactive means no such curve, though single readings can be large; an effect the other way counts as inactive or inconclusive. Potency means the concentration at half of the fitted maximal effect. This is a subset (hit frequency here may not be typical).

Below each SMILES – Anesthetic bind, G9a block, APEX1 inh, Pol eta inh, BAZ2B block, POLK inh, Pol beta inh, BLM inh, POLI inh
> CCc1ccc(NC(=O)[C@H](C)NC(=O)C2CCN(C(=O)[C@@H](N)C(C)C)CC2)cc1
  -6%, 50µM*, 14%, -3%, -16%, -5%, 16%, -2%, -17%
> C=CCOn1c(=O)c(-c2ccc(OCC)cc2)[n+]([O-])c2ccccc21
  -5%, -2%[2.33 µM], 27%, -25%, 7%, 5%, 0%, -2%, 180%[activator]
> Cc1cccc(C(C)C)c1NC(=O)C(C)OC(=O)Cc1n[nH]c(=O)c2ccccc12 (stereo not drawn)
  nt, ?, 18%, -23%, 7%, -8%, nt, nt, 26%
> Cc1[nH]n(-c2ccccc2)c(=O)c1N=Nc1cccc([N+](=O)[O-])c1
  -4%, nt, 2%, -2%, ?, -9%, 56%, 1%, 39%[activator]
> O=C(N/N=C/c1ccc(O)cc1)/C(=C/c1ccccc1)CCO
  -8%, 3%, 1%, -6%, 4%, -12%, -3%, 0%, 100%[activator]
> CCN=C(NCC)SC1CC(=O)N(c2ccccc2)C1=O (stereo not drawn)
  -18%, -8%[59 µM], -1%, 0%, 7%, -8%, -6%, -3%, 7%
> CC(C)(C)OC(=O)N1CCC(c2c(C(=O)NCc3cccs3)cnn2-c2cccc(F)c2)CC1
  -6%, -22%[59 µM], nt, -23%, 6%[57.1 µM], -10%, -14%, -3%, 2%
> COc1ccc(CCC(=O)NC2CC(=O)N(c3ccccc3)C2)cc1 (stereo not drawn)
  -8%, 9%[59 µM], nt, -9%, -2%, 4%[60.1 µM], -1%, -2%, ?
> Cc1nnsc1C(=O)N/N=C/c1ccccc1
  -5%, -11%, 17%, -6%, 1%, -7%, 0%, -14%, -7%
> COC(=O)c1ccsc1NC(=O)c1ccco1
  -7%, 14%, 10%, -15%, 3%, -12%, 33%, -2%, 12%
> COC(=O)c1c(NC(=O)CN2C(=O)c3ccccc3C2=O)sc(Cc2ccc3c(c2)OCO3)c1C
  -10%, 50µM*, 1%, -17%, -6%, 1%, 19%, -3%, -25%
> CCc1ccc(NC(=O)c2sc3nc(C)nc(N4CCN(c5ccccn5)CC4)c3c2C)cc1
  4%, 1%, 5%, -7%, 0%, -2%, 15%, -11%, 31%[activator]
> CCC[n+]1cn(/C(C(=S)Nc2cccc(Cl)c2C)=C(/[O-])c2ccc(OC)c(OC)c2)c2ccccc21
  -18%, 40µM*, -3%, -1%, ?, -9%, 2%, -5%, 93%[activator]
> CCc1ccc(CN(C)Cc2nc(Cc3ccccc3)no2)nc1
  -18%, ?, -3%, -2%, -17%, -7%, 17%, -2%, -16%
> OCCN1CN=C(Nc2nc3ccccc3o2)NC1
  -8%, -50%[59 µM], 0%, -14%, 1%, -4%, 20%, -4%, -3%

Record cards (already shown). Values in the order: Anesthetic bind	G9a block	APEX1 inh	Pol eta inh	BAZ2B block	POLK inh	Pol beta inh	BLM inh	POLI inh
CCc1ccc(NC(=O)[C@H](C)NC(=O)C2CCN(C(=O)[C@@H](N)C(C)C)CC2)cc1 reads -6%	50µM*	14%	-3%	-16%	-5%	16%	-2%	-17%
CCc1ccc(NC(=O)c2sc3nc(C)nc(N4CCN(c5ccccn5)CC4)c3c2C)cc1 reads 4%	1%	5%	-7%	0%	-2%	15%	-11%	31%[activator]
CCc1ccc(CN(C)Cc2nc(Cc3ccccc3)no2)nc1 reads -18%	?	-3%	-2%	-17%	-7%	17%	-2%	-16%
C=CCOn1c(=O)c(-c2ccc(OCC)cc2)[n+]([O-])c2ccccc21 reads -5%	-2%[2.33 µM]	27%	-25%	7%	5%	0%	-2%	180%[activator]
CCN=C(NCC)SC1CC(=O)N(c2ccccc2)C1=O (stereo not drawn) reads -18%	-8%[59 µM]	-1%	0%	7%	-8%	-6%	-3%	7%

As a working copy, 2 of the compounds above.
Below each SMILES – Anesthetic bind, G9a block, APEX1 inh, Pol eta inh, BAZ2B block, POLK inh, Pol beta inh, BLM inh, POLI inh
> COC(=O)c1c(NC(=O)CN2C(=O)c3ccccc3C2=O)sc(Cc2ccc3c(c2)OCO3)c1C
  -10%, 50µM*, 1%, -17%, -6%, 1%, 19%, -3%, -25%
> CCc1ccc(NC(=O)c2sc3nc(C)nc(N4CCN(c5ccccn5)CC4)c3c2C)cc1
  4%, 1%, 5%, -7%, 0%, -2%, 15%, -11%, 31%[activator]

Next part.
Below each SMILES – Anesthetic bind, G9a block, APEX1 inh, Pol eta inh, BAZ2B block, POLK inh, Pol beta inh, BLM inh, POLI inh
> Cc1cccc(-n2cc(CN(C)Cc3nccn3C)c(-c3cccc(F)c3)n2)c1
  -21%, 16µM*, -1%, -22%, ?, -2%, ?, -9%, -20%
> Fc1ccccc1CSc1nncn1NC/C=C/c1ccccc1
  ?, 12%, -12%, -3%, 0%, -17%, 41%, 0%, -5%
> Oc1ccccc1-c1cc(C(F)(F)C(F)F)[nH]n1
  2%, -3%[59 µM], 14%, -15%, -5%, -8%, -7%, -5%, -6%
> COc1ccc(N2C(=NC(C)=O)SC3CS(=O)(=O)CC32)cc1OC (stereo not drawn)
  -8%, 2%, 1%, -11%, 4%, -12%, 15%, 1%, 12%
> Cc1ccc(C2c3[nH]c4ccccc4c3CCN2C(=O)c2ccc(N(C)C)cc2)cc1 (stereo not drawn)
  20%, ?, nt, -19%, ?, -2%[60.1 µM], -27%, -10%, 26%
> CCOC(=O)N1CCN(C(=O)C2CC(c3ccccc3OC)=NO2)CC1 (stereo not drawn)
  -6%, ?, 1%, 1%, 3%, 8%, 5%, 0%, 29%
> CC1CCCN(S(=O)(=O)c2ccc(NC(=O)c3cccc(-n4cnnn4)c3)cc2)C1 (stereo not drawn)
  14µM*, -16%[12.7 µM], -7%, 0%, -10%, 3%, -23%, -5%, 6%

Single values from above.
`Oc1ccccc1-c1cc(C(F)(F)C(F)F)[nH]n1` in G9a block reads -3%[59 µM]
`Cc1ccc(C2c3[nH]c4ccccc4c3CCN2C(=O)c2ccc(N(C)C)cc2)cc1` (stereo not drawn) in Anesthetic bind reads 20%
